# Compound activity as filed in PubChem BioAssay.
# Dyrk1A ADPGlo – rat Dyrk1A kinase inhibitors, primary screen, biochemical, single point, plate reader; inhibition, % at 12.5 µM; 0.43% of 310,000 active; ADP-Glo luminescence, NFATc1 peptide; Dual specificity tyrosine-phosphorylation-regulated kinase 1A (Rattus norvegicus), Q63470; in the data active = inhibition above about 50%;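 also: plate controls were vehicle with enzyme for no effect and no enzyme for full effect; many of its hits are not listed in these tables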
# GSK3A inh – blockers of GSK3A enzyme activity – biochemical, luminescence, cell-free homogeneous, HTS, primary screen | Glycogen synthase kinase-3 alpha (Homo sapiens), P49840 | 0.1% of 320,000 active | GSK-3 alpha kinase, ADP-Glo luminescence, 60 min | inhibition, % at 10 µM;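 in the data active = inhibition above about 50%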;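 also: GST-tagged GSK-3 alpha with peptide substrate and 25 µM ATP; 0% = DMSO neutral wells and 100% = GW8510 positive control wells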
# Target sequence (P49840 whole entry, looked up): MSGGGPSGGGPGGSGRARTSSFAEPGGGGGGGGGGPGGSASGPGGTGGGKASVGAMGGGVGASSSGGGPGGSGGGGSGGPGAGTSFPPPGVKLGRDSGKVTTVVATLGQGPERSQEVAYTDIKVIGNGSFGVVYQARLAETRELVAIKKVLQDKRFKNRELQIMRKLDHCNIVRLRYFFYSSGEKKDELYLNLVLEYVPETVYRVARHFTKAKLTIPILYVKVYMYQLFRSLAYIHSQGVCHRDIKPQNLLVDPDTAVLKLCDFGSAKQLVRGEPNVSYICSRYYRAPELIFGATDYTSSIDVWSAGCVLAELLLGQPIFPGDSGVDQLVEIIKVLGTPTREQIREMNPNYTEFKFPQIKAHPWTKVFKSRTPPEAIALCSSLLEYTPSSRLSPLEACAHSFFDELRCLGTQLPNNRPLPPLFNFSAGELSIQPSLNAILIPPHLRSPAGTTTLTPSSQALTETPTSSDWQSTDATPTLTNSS
# PolyA inh – polyadenylation inhibitors in yeast reporter cells, primary screen, luminescence, S. cerevisiae | S. cerevisiae SKY197-pL101 polyadenylation reporter, beta-gal luminescence; efflux-impaired pdr1/pdr3 knockout yeast; score 100 = 6 SD above DMSO | calls only at 12 µM | 0.02% of 300,000 active | AID 1875, 2009;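 active = lowest replicate activity score at least 50, where 100 means six control SD above control mean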;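 also: yeast exposed to compound for 9 h at 30 °C; higher score means more reporter readthrough which indicates perturbed polyadenylation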
# GSK3beta inhib – human GSK3beta kinase inhibitors, primary screen, biochemical, cell-free homogeneous, HTS; GST-GSK3beta kinase, ADP-Glo luminescence, 60 min; stronger effect = lower value; activity score (negative = inhibition), % at 10 µM; 0.038% of 300,000 active; AID 2097, 2009;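 active = more than half of replicate wells score below -50%, meaning over 50% inhibition versus plate controls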;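 also: 0% = median DMSO wells and -100% = median GW8510 positive control wells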
#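 Assay system: GST-fused GSK3beta enzyme, cell-free / Medium: Tris pH 7.5 buffer with MgCl2, DTT, BSA, heparin / Also added: peptide substrate plus 25 µM ATP (final) / Compound: 10 µM single point / Timing: kinase reaction with compound 60 min at room temperature / Detection: ADP-Glo luminescence / Benchmarks: DMSO neutral wells and GW8510 at 20 µM as positive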
# KCNK3 block – human KCNK3 channel inhibitors, primary screen, CHO cells, FluxOR thallium flux, B-score; 0.84% of 340,000 active; FluxOR fluorescence; stronger effect = lower value; B-score at 10 µM; AID 602410, 2012;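 active = B-score under library mean minus 4 SD, starting fluorescence ratio at most library mean plus 5 SD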;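 also: more negative B-score means stronger inhibition of thallium flux through KCNK3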
# Target sequence (O14649 whole entry, looked up): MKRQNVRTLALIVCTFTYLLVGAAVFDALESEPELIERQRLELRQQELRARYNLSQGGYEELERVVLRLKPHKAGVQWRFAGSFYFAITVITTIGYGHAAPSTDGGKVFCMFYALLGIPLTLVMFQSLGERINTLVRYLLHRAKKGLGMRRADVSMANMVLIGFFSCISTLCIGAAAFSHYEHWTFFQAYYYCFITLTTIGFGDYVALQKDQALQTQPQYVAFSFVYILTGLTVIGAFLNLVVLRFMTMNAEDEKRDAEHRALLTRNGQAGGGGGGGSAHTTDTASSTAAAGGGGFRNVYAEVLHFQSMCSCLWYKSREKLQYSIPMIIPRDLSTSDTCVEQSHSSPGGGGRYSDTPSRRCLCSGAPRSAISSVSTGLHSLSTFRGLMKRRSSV
# Starred values were filed as active, the others as inactive; i = inactive; . = no result given. This is a subset; count on the stated rates, not on these rows.
# The first four compounds, ahead of the listing:
No. | mol | Dyrk1A ADPGlo | GSK3A inh | PolyA inh
1 | O=C(C1CCCN(S(=O)(=O)c2cccc3nsnc23)C1)N1CCC2(CC1)OCCO2 (stereo not drawn) | . | 2 | .
2 | C[C@]12CCC3C(CC[C@H]4C[C@@H](O)CC[C@]34C)C1CC[C@@]2(O)C(F)(F)F (stereo partly drawn) | . | 0 | .
3 | CN1/C(=C\C=C\C2=[N+](C)c3ccc4ccccc4c3C2(C)C)C(C)(C)c2ccccc21 | . | 71* | .
4 | CC(C)[C@H]1CC2C3CC=C4C[C@@H](O)CC[C@]4(C)C3CC[C@]2(C)[C@H]1O (stereo partly drawn) | . | 1 | .

No. | GSK3beta inhib | KCNK3 block
1 | . | .
2 | . | .
3 | . | .
4 | . | .

# The whole of this part, from the first entry:
No. | mol | Dyrk1A ADPGlo | GSK3A inh | PolyA inh
1 | O=C(C1CCCN(S(=O)(=O)c2cccc3nsnc23)C1)N1CCC2(CC1)OCCO2 (stereo not drawn) | . | 2 | .
2 | C[C@]12CCC3C(CC[C@H]4C[C@@H](O)CC[C@]34C)C1CC[C@@]2(O)C(F)(F)F (stereo partly drawn) | . | 0 | .
3 | CN1/C(=C\C=C\C2=[N+](C)c3ccc4ccccc4c3C2(C)C)C(C)(C)c2ccccc21 | . | 71* | .
4 | CC(C)[C@H]1CC2C3CC=C4C[C@@H](O)CC[C@]4(C)C3CC[C@]2(C)[C@H]1O (stereo partly drawn) | . | 1 | .
5 | CC[C@]12CC[C@H](O)CC1=CCC1C2CC[C@]2(C)C(=O)CCC12 (stereo partly drawn) | . | 0 | .
6 | CC1([N+](=O)[O-])COP(=O)(NCc2cccnc2)OC1 (stereo not drawn) | . | . | .
7 | CS(=O)(=O)N1Cc2cnnn2-c2ccccc2C1C#N (stereo not drawn) | . | . | .
8 | COc1ccc(-c2ccc3n2Cc2cnnn2-c2ccccc2-3)cc1 | . | . | .
9 | O=C(NN=Cc1ccc(N(CCCl)CCCl)cc1)c1cc(=O)[nH]c(=O)[nH]1 | . | . | .
10 | Cc1cccc(N=C2c3cc([N+](=O)[O-])ccc3-c3c2cc([N+](=O)[O-])cc3[N+](=O)[O-])c1 | . | . | .
11 | Cc1ccccc1C(=O)N1Cc2cnnn2-c2ccccc2C1C#N (stereo not drawn) | . | . | .
12 | C=CC[C@@H](CC/C=C/C=C/CC/C=C\[C@@H]1CSC([C@@H]2C[C@@H]2C)=N1)OC | . | . | .
13 | c1ccc(C2c3ccccc3-n3nncc3CN2CC2CCCCC2)cc1 (stereo not drawn) | . | . | .
14 | CC12CCC(=O)C=C1C=CC1C2CCC2(C)C(O)CCC12 (stereo not drawn) | . | . | .
15 | CC1CC2C(C(O)CC3(C)C(O)CCC23)C2(C)CCC(=O)C=C12 (stereo not drawn) | . | . | .

No. | GSK3beta inhib | KCNK3 block
1 | . | .
2 | . | .
3 | . | .
4 | . | .
5 | . | .
6 | . | i
7 | . | i
8 | . | i
9 | . | i
10 | . | i
11 | . | i
12 | . | i
13 | . | i
14 | . | i
15 | . | i

# More records follow:
No. | mol | Dyrk1A ADPGlo | GSK3A inh | PolyA inh
16 | CC1(C)C(=O)CCC2C1=CCC1C2CCC2(C)C(O)CCC12 (stereo not drawn) | . | . | .
17 | CCOC(=O)CC(SP1(=S)OCC2(CCCCC2)CO1)C(=O)OCC (stereo not drawn) | . | . | .
18 | O=C1CC(=O)N(Cc2ccccc2)C(=O)N1Cc1ccccc1 | . | . | .
19 | COc1ccc2nc3c(C)n(C)ccc-3c2c1 | . | . | .
20 | Cc1ccc(NC(=O)c2ncn(CCCNCCN3CCOCC3)n2)cc1C | . | . | .
21 | O=C(O)C1C2c3ccccc3C(O)C1(C(=O)O)c1ccccc12 (stereo not drawn) | . | . | .
22 | CN1C[C@H]2CON(C)[C@H]2C[C@H]1c1cccc(Br)c1 | . | . | .
23 | O=C(O)c1ccc([N+](=O)[O-])c([N+](=O)[O-])c1 | . | . | .
24 | COC(=O)C1=C(c2ccc(OC)c(OC)c2)C[C@@H]2CC[C@H]1N2C(=O)NCCNC(C)=O | . | -2 | .
25 | CCCOC(=O)c1ccccc1C(=O)OCCC | . | -3 | .
26 | C1CC2OC2CC1C1CO1 (stereo not drawn) | . | 0 | .
27 | C[C@]12CCC3C(C[C@@H](O)[C@H]4C[C@@H](O)CC[C@]34C)C1CC[C@@H]2O (stereo partly drawn) | . | -3 | .
28 | CCN(CC)N=O | . | -4 | .
29 | C[C@]12CCC3C(CC[C@H]4C[C@H](O)CC[C@]34C)C1C[C@@H](O)[C@@H]2O (stereo partly drawn) | . | -5 | .
30 | C[C@]12CCC3C(CC[C@H]4C[C@@H](O)CC[C@]34C)C1C[C@@H](O)[C@H]2O (stereo partly drawn) | . | -5 | .

No. | GSK3beta inhib | KCNK3 block
16 | . | i
17 | . | i
18 | . | i
19 | . | i
20 | . | i
21 | . | i
22 | . | i
23 | . | i
24 | . | i
25 | . | i
26 | . | i
27 | . | i
28 | . | i
29 | . | i
30 | . | i

# Additional compounds follow.
No. | mol | Dyrk1A ADPGlo | GSK3A inh | PolyA inh
31 | C[C@]1(O)CCC2C3CC[C@H]4C[C@@H](OC(=O)CNC(=O)CN)CC[C@]4(C)C3CC[C@@]21C (stereo partly drawn) | . | 2 | .
32 | ClC1=C(Cl)C2(Cl)C3C(Cl)C=CC3C1(Cl)C2(Cl)Cl (stereo not drawn) | . | -4 | .
33 | COC(=O)C1=C(c2cccc(C#N)c2)C[C@@H]2CC[C@H]1N2C(=O)NCCCOC(C)C | . | 6 | .
34 | COC(=O)C1=C(c2ccc(-c3ccccc3)c(F)c2)C[C@@H]2CC[C@H]1N2C(=O)NC1Cc2ccccc2C1 | . | 0 | .
35 | CCOP(=S)(OCC)Oc1nc(Cl)c(Cl)cc1Cl | . | -2 | .
36 | CC(C#N)CCC#N (stereo not drawn) | . | -1 | .
37 | ClCC(Br)CBr (stereo not drawn) | . | 0 | .
38 | ClCCOCOCCCl | . | -6 | .
39 | Cc1ccc([N+](=O)[O-])cc1 | . | -3 | .
40 | CCN(C(=O)COC(=O)c1cn(C)c2ccccc12)c1ccc(F)cc1 | . | -1 | .
41 | CC(C)(C)c1ccccc1O | . | -4 | .
42 | Nc1c(Cl)cc([N+](=O)[O-])cc1Cl | . | -3 | i
43 | CC(=O)C1CCC2(O)C3CCC4=CC(=O)CCC4(C)C3CCC12C (stereo not drawn) | 5 | . | .
44 | C=CCCC1(CC(C)C)C(=O)NC(=S)NC1=O | 2 | . | .
45 | N[C@H](CO)Cc1ccccc1 | -13 | . | .

No. | GSK3beta inhib | KCNK3 block
31 | . | i
32 | . | i
33 | . | i
34 | . | i
35 | . | -9.1*
36 | . | i
37 | . | i
38 | . | i
39 | . | i
40 | . | i
41 | . | i
42 | -4 | i
43 | . | i
44 | . | i
45 | . | i

# Quoted at random: 2 records from the list.
No. | mol | Dyrk1A ADPGlo | GSK3A inh | PolyA inh
41 | CC(C)(C)c1ccccc1O | . | -4 | .
34 | COC(=O)C1=C(c2ccc(-c3ccccc3)c(F)c2)C[C@@H]2CC[C@H]1N2C(=O)NC1Cc2ccccc2C1 | . | 0 | .

No. | GSK3beta inhib | KCNK3 block
41 | . | i
34 | . | i

# More records:
No. | mol | Dyrk1A ADPGlo | GSK3A inh | PolyA inh
46 | CCOC(=O)C1C(OC(=O)c2ccccc2)CC2CCC1N2C (stereo not drawn) | 1 | . | .
47 | CN(C)c1ccc([N+](=O)[O-])c([N+](=O)[O-])c1 | -3 | . | .
48 | CCOC(=O)[C@]12Cc3ccsc3[C@H]1N(Cc1ccccc1)C(=O)c1ccccc12 | 4 | . | .
49 | CC12C=CC(=O)CC1CCC1C2CCC2(C)C(O)C(O)CC12 (stereo not drawn) | 14 | . | .
50 | CC12CCC3C(CCC4(O)CC(O)CCC34C=NO)C1(O)CCC2C1=COC(=O)C1 (stereo not drawn) | 1 | . | .
51 | COc1cccc(N2C(=O)NC(=O)/C(=C\c3ccc([N+](=O)[O-])s3)C2=O)c1 | -3 | . | .
52 | CC(=O)O[C@H]1C[C@@H]2OC3C=C(C)CCC3(C)[C@@]1(C)[C@@]21CO1 (stereo partly drawn) | -1 | . | .
53 | C[C@]12CCCCC1=CC(=O)C1C2CC[C@@]2(C)C1C[C@@H](F)[C@@H]2O (stereo partly drawn) | -4 | . | .
54 | COC(=O)NC(=S)Nc1ccccc1NC(=S)NC(=O)OC | 5 | . | .
55 | Nc1ccc(Cc2ccc(N)cc2)cc1 | -1 | . | .
56 | C=CCC1(CC)C(=O)NC(=S)NC1=O | -6 | . | .
57 | COc1ccc(CC(=O)C2C(=O)N(C)c3ccccc32)cc1OC (stereo not drawn) | -9 | . | .
58 | CCn1nc(-c2cccs2)nc2c(=O)n(C)c(=O)nc1-2 | 63* | . | .
59 | CCOC(=O)c1cnc(N2CC2)nc1N | 10 | . | .
60 | C[C@@H]1C(=O)O[C@H]2[C@H](O)[C@]34[C@@H]5OC(=O)[C@]3(OC3OC(=O)[C@H](O)C34[C@H](C(C)(C)C)[C@@H]5O)[C@@]12O (stereo partly drawn) | 3 | . | .

No. | GSK3beta inhib | KCNK3 block
46 | . | i
47 | . | i
48 | . | i
49 | . | i
50 | . | i
51 | . | i
52 | . | i
53 | . | i
54 | . | i
55 | . | i
56 | . | i
57 | . | i
58 | . | i
59 | . | i
60 | . | i

# Look-ups from the list:
# Entry for compound 53 under Dyrk1A ADPGlo: -4
# Entry for compound 58 under Dyrk1A ADPGlo: 63*

# (cont.)
No. | mol | Dyrk1A ADPGlo | GSK3A inh | PolyA inh
61 | CC[C@H](C)[C@@H](C(=O)N1CCCC1c1nccs1)N(C)C(=O)[C@H](CC(C)C)N(C)C(=O)[C@H](Cc1ccc(OC)cc1)N(C)C(=O)/C=C(\C)OC (stereo partly drawn) | 5 | . | .
62 | O=C(Nc1cccc(Cl)c1)OCC#CCN1CCCC1 | 10 | . | .
63 | COC1/C=C/C=C(\C)Cc2cc(O)c(Cl)c(c2)N(C)C(=O)CC(OC(=O)C(C)C)C2(C)OC2C(C)C2CC1(O)NC(=O)O2 (stereo not drawn) | 3 | . | .
64 | CC12CC(O)C3C(CCC4=CC(=O)CCC43C)C1CCC2=O (stereo not drawn) | -3 | . | .
65 | CC12CC(=O)C3C(CCC4CC(=O)C=CC43C)C1CCC2=O (stereo not drawn) | 7 | . | .
66 | COc1ccc(CC2C(=O)NC(C)C(=O)N(C)C3C(=O)N(C)C(Cc4ccc(O)c(c4)Oc4ccc(cc4)C3O)C(=O)NC(C)C(=O)NC(C)C(=O)N2C)cc1 (stereo not drawn) | 0 | . | .
67 | CCCC1CCCCC12C(=O)NC(=O)NC2=O (stereo not drawn) | -4 | . | .
68 | C=C1C(=O)OC2CC(C)C3C=CC(=O)C3(C)C(O)C12 (stereo not drawn) | -1 | . | .
69 | CC1(O)CCC2C3CCC4=CC(=O)CCC4=C3C=CC21C (stereo not drawn) | -2 | . | .
70 | C/C=C1\NC(=O)[C@@H](NC(=O)[C@H](CCc2ccc(O)cc2)NC(=O)[C@H](C)NC(=O)[C@H](O)CO)[C@@H](C)OC(=O)[C@H](C(C)C)NC(=O)[C@H](Cc2ccc(O)cc2)N(C)C(=O)[C@H](Cc2ccccc2)N2C(=O)C(CC[C@H]2O)NC1=O (stereo partly drawn) | -6 | . | .
71 | CCC1CN1P(=O)(Oc1ccc(Cl)cc1)N1CC1CC (stereo not drawn) | 4 | . | .
72 | Cn1cc(C(=O)OCC(=O)Nc2ccccc2Cl)c2ccccc21 | 4 | . | .
73 | CC(OC(=O)c1cn(C)c2ccccc12)C(=O)N(C)c1ccccc1 (stereo not drawn) | 11 | . | .
74 | CCCCC1C(=O)NC(=S)N(C)C1=O (stereo not drawn) | -2 | . | .
75 | CCCCCC1(C(C)C)C(=O)NC(=S)NC1=O | -5 | . | .
76 | COc1cc2c3c(c1OC)Oc1ccc(cc1)C[C@H]1c4c(cc(OC)c(OC)c4Oc4ccc(cc4)C[C@@H]3N(C)CC2)CCN1C | 3 | . | .
77 | CC12CCC(=O)C=C1CCC1C2CCC2(C)C1CCC2(O)CC#N (stereo not drawn) | 5 | . | .

No. | GSK3beta inhib | KCNK3 block
61 | . | i
62 | . | i
63 | . | i
64 | . | i
65 | . | i
66 | . | i
67 | . | i
68 | . | i
69 | . | i
70 | . | i
71 | . | i
72 | . | i
73 | . | i
74 | . | i
75 | . | i
76 | . | i
77 | . | i
